# Assay outcomes (PubChem BioAssay)
# GAA inhib = blocks human lysosomal alpha-glucosidase; P10253; purified human GAA, 4-MU-alpha-glucoside fluorescence; Potency, µM (highest dose often 76.9 µM), inactives show top-dose activity change, negative = inhibition, usual class: inhibitors; actives 0.005% (n = 200,000); AID 1466;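 further: plate controls were uninhibited enzyme wells for no effect and no-enzyme background for full effect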
#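 Compounds are titrated up to 77 uM against 4 nM human enzyme. Substrate 4-methylumbelliferyl-alpha-D-pyranoside (400 uM) reacts 20 min at room temperature in pH 5.0 buffer; liberated 4-methylumbelliferone is read at 440 nm.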
# Tau fluor cs = counter-screen for tau fibril formation inhibitors; AID 1463; actives 0.93% (n = 280,000); tau K18 P301L Alexa594 fluorescence, heparin fibrillization; Potency, µM (titrated, usually from 57.7 µM), for inactives: at the top dose activity change, negative = decrease; further: on the % scale 0 is the no-effect control and ±100 the full control effect; nearly all actives have a fitted effect of over 55% in size
#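 Human tau K18 P301L (15 uM unlabeled, 0.24 uM Alexa 594-labeled) in 100 mM sodium acetate pH 7 with 20 uM heparin, 6 hr at 37 C. ThT 30 uM added, 1 hr ambient; Alexa 594 FP and total fluorescence read at 555/632 nm.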
# GAA spleen mod = inhibitors or activators of human alpha-glucosidase in spleen homogenate; human spleen homogenate, 4-MU-alpha-glucoside fluorescence; AID 2112; actives 0.006% (n = 240,000); Potency, µM (doses to about 79.9 µM), for the others: at the highest dose activity change, negative = inhibition, usual class: inhibitors;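 further: 0% = enzyme with vehicle and -100% = no enzyme basal signal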
#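 Enzyme source: human spleen homogenate, 1 ug/well. Buffer 50 mM citric acid/K phosphate pH 5.0, 0.01% Tween-20. 4-MU-alpha-glucoside 1 mM; 37 C x 40 min; NaOH/glycine stop; fluorescence.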
# aGal spleen mod = inhibits or activates alpha-galactosidase in human spleen homogenate | Potency, µM (doses to about 80 µM), without a hit: at the highest dose activity change, negative = inhibition, most hits filed as inhibitors | human spleen homogenate, 4MU-alpha-Gal fluorescence, 40 min | actives 0.008% (n = 240,000);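 further: 0% = enzyme with vehicle and -100% = no enzyme basal signal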
# Target sequence (P06280 32-429 limits assumed): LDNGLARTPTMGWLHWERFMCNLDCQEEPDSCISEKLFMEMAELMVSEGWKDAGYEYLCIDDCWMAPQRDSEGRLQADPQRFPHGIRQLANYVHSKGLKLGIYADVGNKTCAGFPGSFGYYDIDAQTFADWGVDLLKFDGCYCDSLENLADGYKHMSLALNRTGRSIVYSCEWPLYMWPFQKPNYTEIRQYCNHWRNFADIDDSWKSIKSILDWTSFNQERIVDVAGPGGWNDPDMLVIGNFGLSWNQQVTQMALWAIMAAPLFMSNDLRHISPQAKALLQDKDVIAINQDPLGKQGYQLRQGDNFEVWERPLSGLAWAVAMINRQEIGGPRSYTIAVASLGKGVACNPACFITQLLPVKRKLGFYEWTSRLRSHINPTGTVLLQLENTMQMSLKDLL
#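 Spleen homogenate 1 ug + cpd (titration) + 4-MU-alpha-D-galactopyranoside 1 mM; 37C 40 min; 50 mM citrate/phosphate pH 5.0, 0.01% Tween-20; stop pH 10; fluorescence 365/440; AC50 via Hill.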
# Epigenetic derep = regulators of epigenetic silencing causing reporter derepression in mouse cells. murine LDR cells, GFP reporter derepression, 30 h. AID 1865. Potency, µM (highest dose often 53.9 µM), for the others: at the highest dose GFP activation, hits mostly activators. actives 0.2% (n = 280,000); further: % of control where 0% means no effect; nearly all actives have a fitted effect of over 60% in size
#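 Derepression of a silenced CMV-GFP reporter in murine LDR cells is scored by enumerating GFP-positive cells with a laser-scanning microplate cytometer after 30 hours of treatment at 37 C.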
# GAA glycogen mod = GAA glycogen-cleavage inhibition or activation; Potency, µM (top dose mostly 76.4 µM), for the others: at the highest dose activity change, negative = inhibition, usual class: inhibitors; actives 0.38% (n = 300,000); recombinant GAA, glycogen substrate, Amplex Red glucose oxidase fluorescence; P10253;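 further: 0% = full enzyme reaction and -100% = no-enzyme basal signal; the screen sought inhibitors and activators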
#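 Recombinant human enzyme (4 nM); glycogen substrate; 37 C, 40 min, pH 5.0. Readout: coupled glucose oxidase/Amplex Red fluorescence.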
# ALDH1A1 inh = blocks purified human ALDH1A1 activity; Purified ALDH1A1, NADH fluorescence, propionaldehyde substrate; Potency, µM (series often up to 75.3 µM), for the others: top-dose activity, negative = inhibition, most hits filed as inhibitors; actives 7.3% (n = 220,000); AID 1030; active means well fitted inhibition curve with a large enough effect, not every such curve was filed as active; inconclusive means small, poorly fitted or top-dose-only effect, or another doubt; inactive means no such curve, though single readings can be large or run the other way;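 further: plate controls were no enzyme wells and a reference inhibitor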
# NPSR antagonist = neuropeptide S receptor (human) antagonism, cAMP | CHO-NPSR cells, cAMP TR-FRET, antagonist mode | Q6W5P4 | AID 1461 | Potency, µM (top dose mostly 38.3 µM), for inactives: top-dose activity change, negative = inhibition, hits mostly inhibitors | actives 1% (n = 220,000); further: on the % scale 0 is the no-effect control and ±100 the full control effect; nearly all actives have a fitted effect of over 50% in size; many of its hits are not listed in these tables
# Target sequence (Q6W5P4 whole entry, looked up): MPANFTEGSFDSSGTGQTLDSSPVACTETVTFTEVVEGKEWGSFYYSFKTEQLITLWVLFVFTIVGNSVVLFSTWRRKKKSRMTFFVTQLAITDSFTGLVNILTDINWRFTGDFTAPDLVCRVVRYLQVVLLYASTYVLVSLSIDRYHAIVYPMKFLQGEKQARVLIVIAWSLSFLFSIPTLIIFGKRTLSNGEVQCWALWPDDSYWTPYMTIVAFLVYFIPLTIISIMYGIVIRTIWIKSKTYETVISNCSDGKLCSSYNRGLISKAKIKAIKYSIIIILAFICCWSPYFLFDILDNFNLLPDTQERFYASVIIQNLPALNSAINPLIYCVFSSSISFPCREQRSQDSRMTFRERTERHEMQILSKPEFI
# The depositor's hits bear a star; ? = inconclusive; . = not tested or not shown; & = joins results of further samples; [ ] = another dose, or the depositor's remark. Unless noted, the call rests on the fitted dose curve; in most records, active means well fitted curve in the direction sought with a large enough effect; inconclusive means small, poorly fitted or top-dose-only effect, or another doubt; inactive means no such curve, though single readings can be large; an effect the other way counts as inactive or inconclusive. Potency means the concentration at half of the fitted maximal effect. An excerpt; rates above refer to the full screens.
SMILES,GAA inhib,Tau fluor cs,GAA spleen mod,aGal spleen mod,Epigenetic derep,GAA glycogen mod,ALDH1A1 inh,NPSR antagonist
COc1ccccc1CNC(=O)c1cnc2ccccn2c1=O,5%,4%,-12%,3%,-0.8%,-4%,?,3%[46.1 µM]
CC1(OC(=O)C2CCCC2)C(=O)C=C2C=C(c3ccc(C#N)cc3)OC=C2C1=O (stereo unspecified),.,-2%,-3%,8%,-1.1%,.,3%,.
CCCC1C2C(=O)N(c3ccccc3OC)C(=O)C2ON1c1ccccc1 (stereo unspecified),-9%,1%,-2%,-9%,0.7%,8%,-10%,-11%[46.1 µM]
CN(C)c1ccc(N=Nc2ccccc2C(=O)OCC(=O)N2CCCCCC2)cc1,-6%,-21%,-6%,-4%,-0.9%,7%,-12%,-17%
Cc1cc(Cl)c(S(=O)(=O)NCc2cccnc2)cc1OCC(N)=O,1%,2%,1%,-3%,-1.1%,0%,-1%,-13%[46.1 µM]
COC(=O)c1cn(C(=O)c2ccc(Cl)cc2)c2ccccc12,1%,-19%,3%,2%,1.1%,1%,-4%,-27%
COc1ccc(-c2cc(C(F)(F)F)nc(SCC(=O)NCCCN3CCOCC3)n2)cc1,?,-4%,2%,0%,-1.0%,-9%,?,4%
COC(=O)c1cc(NC(=O)c2cc(-c3ccccc3Cl)oc2C(F)(F)F)ccc1N1CCOCC1,.,13µM*[quencher],-5%,4%,-1.8%,-11%,.,-28%
Cc1nc2sc(C(=O)O)c(N)c2c2c1COC(C)(C)C2,2%,-22%,-6%,-1%,-0.9%,-10%,14µM*,-17%[46.1 µM]
CCCCC(C(=O)NC(C)(C)C)N(Cc1ccco1)C(=O)c1snc(C(N)=O)c1N (stereo unspecified),1%,-15%,-8%,0%,-0.7%,-7%,-4%,-17%[46.1 µM]

# Reformatted with tabs: three of the compounds above
SMILES	GAA inhib	Tau fluor cs	GAA spleen mod	aGal spleen mod	Epigenetic derep	GAA glycogen mod	ALDH1A1 inh	NPSR antagonist
CCCC1C2C(=O)N(c3ccccc3OC)C(=O)C2ON1c1ccccc1 (stereo unspecified)	-9%	1%	-2%	-9%	0.7%	8%	-10%	-11%[46.1 µM]
COc1ccccc1CNC(=O)c1cnc2ccccn2c1=O	5%	4%	-12%	3%	-0.8%	-4%	?	3%[46.1 µM]
Cc1cc(Cl)c(S(=O)(=O)NCc2cccnc2)cc1OCC(N)=O	1%	2%	1%	-3%	-1.1%	0%	-1%	-13%[46.1 µM]

# Other results follow:
SMILES,GAA inhib,Tau fluor cs,GAA spleen mod,aGal spleen mod,Epigenetic derep,GAA glycogen mod,ALDH1A1 inh,NPSR antagonist
Cc1ccc(NC(=O)COC(=O)CCc2nc3ccccc3c(=O)[nH]2)c(Br)c1,5%,-3%,5%,-1%,0.3%,6%,-16%,18%
Cc1cc(S(=O)(=O)NC2CCCCC2)ccc1-n1cnnn1,3%,-14%,-5%,0%,-3.5%,-1%,-8%,6%
COc1ccc2c(c1OC)OCC(c1ccc(OC)c(OC)c1OC)C2 (stereo unspecified),.,-10%,0%,4%,0.5%,.,-2%,.
Cc1nnsc1-c1nnc(SCC(=O)c2ccc(C#N)cc2)n1C1CC1,-10%,1%,-3%,-20%,-1.3%,-1%,?,-7%
CNC(=S)/N=C/NOCc1ccc(Cl)cc1Cl,1%,-21%,3%,4%,-0.5%,-2%,0%,-20%
Cc1ccc2nc(SCC(=O)N(CC(C)C)c3c(N)n(Cc4ccccc4)c(=O)[nH]c3=O)[nH]c2c1,0%[15.4 µM],-16%,3%,6%,4.1%,2%,15%,20%
CC1CCN(C(=S)NC2CCCCC2)CC1,6%,-14%,10%,9%,1.4%,2%,15%,-1%[46.1 µM]
COc1ccc(CCNC(=O)c2cc(C3CC3)on2)cc1OC,.,-3%,-4%,6%,0.0%,-1%,.,-3%
O=C(CSc1nc(-c2ccccc2)nc2c1CCCC2)N1CCOCC1,-3%,11%,5%,4%,-0.9%,4%,12%,-17%[46.1 µM]
COc1ccc(OCC(=O)Nc2ccc(N3CCOCC3)cc2)cc1,-1%,-16%,6%,3%,1.6%,-13%,-6%,-24%[46.1 µM]
CC1CCN(CC[C@H]2CCCN2S(=O)(=O)c2cccc(O)c2)CC1,.,-12%&-3%,-7%&-10%,6%&-1%,-0.1%&1.2%,.,7%&3%,?
COc1ccc(CNC(=O)CN(C)S(=O)(=O)c2ccccc2)cc1,-4%,-3%,3%,-3%,-0.4%,3%,-13%,6%
Cc1cc(-n2c(C)cc(C(=O)COc3ccc([N+](=O)[O-])cc3)c2C)no1,-2%,-2%,-11%,-1%,-6.2%,-19%,-5%,-8%
O=C(c1ccc(Cl)cc1)c1cnc2ccccn12,-8%,-12%,-6%,-5%,-0.1%,6%,13%,-5%[46.1 µM]
CN(C)CCNC(=O)Nc1ccc(F)cc1F,6%,-2%,1%,10%,-1.9%,-9%,13%,8%
CC(C)Oc1ccc(Oc2ccc(C(F)(F)F)cn2)cc1,-17%,-7%,-5%,-5%,0.0%,-27%,8%,-19%[46.1 µM]
COC(=O)[C@H](C)NC(=O)Nc1ccc(OC(F)(F)F)cc1,-11%,4%,-7%,-14%,-0.8%,6%,4%,-1%[46.1 µM]
O=C(CSc1ccccc1)N1CCC(N2CCC(C(=O)N3CCCC3)CC2)CC1,1%,-1%,-5%,-2%,0.5%,12%,1%,-8%
Fc1ccc(Nc2nc(-c3ccncc3)nc3ccccc23)cc1,-2%,-18%,9%,6%,-3.2%,-2%,-4%,2%
CCc1ccc(NC(=O)N(C2CCC(C)CC2)C2CCN(C(C)=O)CC2)cc1 (stereo unspecified),-6%,-18%,2%,7%,-1.0%,14%,?,-11%[46.1 µM]

# A draw from above in order of SMILES length, smallest number first:
SMILES,GAA inhib,Tau fluor cs,GAA spleen mod,aGal spleen mod,Epigenetic derep,GAA glycogen mod,ALDH1A1 inh,NPSR antagonist
O=C(c1ccc(Cl)cc1)c1cnc2ccccn12,-8%,-12%,-6%,-5%,-0.1%,6%,13%,-5%[46.1 µM]
CCc1ccc(NC(=O)N(C2CCC(C)CC2)C2CCN(C(C)=O)CC2)cc1 (stereo unspecified),-6%,-18%,2%,7%,-1.0%,14%,?,-11%[46.1 µM]
Cc1cc(-n2c(C)cc(C(=O)COc3ccc([N+](=O)[O-])cc3)c2C)no1,-2%,-2%,-11%,-1%,-6.2%,-19%,-5%,-8%

# (listing goes on)
SMILES,GAA inhib,Tau fluor cs,GAA spleen mod,aGal spleen mod,Epigenetic derep,GAA glycogen mod,ALDH1A1 inh,NPSR antagonist
NCCn1c(-c2ccccc2)cc(C(=O)O)c1-c1ccccc1F,-1%,-7%,2%,5%,-3.1%,1%,?,7%
O=C(CN1C(=O)CCC1=O)Nc1ccc(Cc2ccc(NC(=O)CN3C(=O)CCC3=O)cc2)cc1,-12%,-8%,.,-5%,0.9%,0%,5%,3%
CC(C)c1ccc(C(O)P(=O)(OC2CCCCC2)OC2CCCCC2)cc1 (stereo unspecified),.,-7%,-17%,0%,-2.3%,-11%,.,?
Cc1ccc(/C=C2/SC(=S)N(CC(=O)Nc3ncc(Cc4ccc(C)cc4)s3)C2=O)cc1,-5%,-29%,-2%,-8%,0.1%,-9%,3%,-7%[46.1 µM]
CSc1nc(C)c(CCOC(=O)c2cccc(C)c2)c(=O)[nH]1,3%,6%,-7%,5%,13%,-3%,9%,-5%[46.1 µM]
O=C(Nc1nc(-c2ccccn2)cs1)c1ccco1,-5%,-15%,2%,-5%,4.1%,2%,35µM*,-38%
O=C(O)c1ccc(Cl)c(S(=O)(=O)NCc2ccco2)c1,7%,6%,4%,10%,-1.0%,-14%,3%,4%[46.1 µM]
CCCn1c(SCC(=O)N2c3ccccc3Sc3ccccc32)nc2ccccc21,3%,-20%,7%,4%,1.5%,-10%,?,?
CCOC(=O)c1nc2ccccc2c(C)c1C,.,-1%,-4%,2%,-0.1%,4%,.,16%
O=c1c2cnn(-c3ccccc3)c2ncn1Cc1ccccc1F,4%,-10%,3%,7%,0.0%,-1%,5%,-7%
COC(=O)c1ccccc1NC(=O)Cn1cc(Br)cn1,-8%,-12%,0%,1%,-0.2%,-6%,0%,-12%[46.1 µM]
COc1ccc2c(c1)OC(c1ccccc1)(C(F)(F)F)NC2=O (stereo unspecified),-1%,-1%,-22%,11%,0.0%,-2%,0%,3%
Clc1ncnc2scc(C3COc4ccccc4O3)c12 (stereo unspecified),1%,-13%,0%,4%,0.1%,-8%,18µM*,?
CCCN(Cc1ccco1)S(=O)(=O)c1ccc(OC)c(OC)c1,.,-16%,-7%,-5%,2.4%,4%,.,7%[7.67 µM]
COCCCn1nnnc1SCC(=O)N1CCN(C(=O)c2ccco2)CC1,14%,-8%,0%,-2%,1.5%,12%,?,-17%
Cc1ccc(NC(=O)c2cc(NC(=O)c3ccccc3C(=O)O)ccc2N2CCCCC2)cc1,?,-2%,1%,-3%,2.5%[10.1 µM],-21%,-9%,-19%
CCn1ncc(/C=N\NC(=O)c2csc3ccccc23)c1C,1%,-10%,2%,1%,-0.9%,10%,10%,-5%[46.1 µM]
COc1ccc(C2CC(c3ccccc3)=NN2C(=O)COC(=O)c2cc(S(=O)(=O)N3CCOCC3)ccc2Cl)cc1 (stereo unspecified),1%,7%,-8%,5%,-0.3%,-5%,?,-3%
COc1ccc(CC(=O)Oc2cc(C)[nH]c(=O)c2[N+](=O)[O-])cc1,4%,-1%,-6%,-6%,0.0%,5%,-9%,16%
Cc1nc2ccccc2c(=O)n1NC(=O)c1ccc([N+](=O)[O-])cc1Cl,3%,-1%,2%,-4%,0.7%,0%,9%,4%
CCC(C)Nc1ncnc2c1cnn2Cc1ccc(Cl)cc1 (stereo unspecified),?,-21%,7%,5%,-0.2%,1%,3%,-21%[46.1 µM]
CC1CCN(C(=S)c2cn(Cc3ccc(F)cc3)c3ccccc23)CC1,-4%,-17%,-1%,-6%,-0.4%,2%,?,?
COc1cccc(C(=O)N/N=C2\SCC(=O)N2Cc2ccc3c(c2)OCO3)c1,?,-12%,-13%,-17%,0.6%,2%,1%,0%[46.1 µM]
Cc1cc(=O)oc(C)c1C(=O)NCCc1ccccc1,-13%[15.4 µM],-2%,6%,-2%,1.9%,2%,4%,5%[46.1 µM]
COc1ccc(CCNC(=O)c2ccc(-c3ccc([N+](=O)[O-])cc3Cl)o2)cc1,-10%,?,-10%,-6%,-0.9%,12%,?,-2%[46.1 µM]
O=C(NC1CC1)C1=COCCO1,1%,-8%,-6%,2%,-1.0%,-14%,5%,-9%[46.1 µM]
